# PriA SSB inh = inhibitors of Klebsiella pneumoniae PriA binding to SSB C-terminal tail; AlphaScreen SSBct-PriA binding, biotinylated peptide; inhibition, % at 33 µM; 430,000 compounds, 0.6% hits; AID 1272365; in the data active = inhibition mostly above about 37%, no sharp cut-off; inactive = mostly below about 20%;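 note: plate controls were negative control peptide for no effect and reference peptide for full effect; strong numbers were not always called active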
# DUSP3 inh = inhibitors of human VHR1 phosphatase (DUSP3); recombinant VHR phosphatase, pNPP absorbance; inhibition, % at 13.3 µM; 290,000 compounds, 0.52% hits; AID 1654; in the data active = inhibition above about 50%; note: some compounds called inactive have numbers as strong as hits
# Target sequence (P51452 whole entry, looked up): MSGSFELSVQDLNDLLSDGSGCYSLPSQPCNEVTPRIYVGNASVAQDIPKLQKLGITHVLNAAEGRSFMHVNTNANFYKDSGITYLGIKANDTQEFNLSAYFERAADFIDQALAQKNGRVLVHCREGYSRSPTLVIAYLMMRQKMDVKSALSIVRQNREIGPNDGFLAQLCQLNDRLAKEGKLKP
# GDH-TPI inh = counter-screen for M. tuberculosis FBA inhibitors: GDH-TPI coupled enzymes | inhibition, % at 4.8 µM | AID 588335 | 360,000 compounds, 1.2% hits | GDH-TPI coupled enzyme counterscreen, NADH absorbance; in the data active = inhibition above about 30%;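 note: 0% = DMSO wells and 100% = wells lacking the enzyme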
# Mtb BioA inh = BioA (M. tuberculosis) enzyme inhibition; purified M. tuberculosis BioA enzyme, plate reader; inhibition, % at 9.99 µM; 360,000 compounds, 0.096% hits; AID 602481; in the data active = inhibition above about 40%
# Vc quorum ag = induces V. cholerae light production without autoinducers. V. cholerae BH1578 lux reporter, luminescence, 6 h. activation, % at 18.7 µM. 350,000 compounds, 0.16% hits. AID 588436; in the data active = activation mostly above about 9.7%, no sharp cut-off; note: not every result past the cut was called active; inactives centre near 0; reference of the scale not given here
# 3CLpro inhibitor = SARS-CoV 3CLpro protease inhibition; P0C6X7; recombinant SARS-CoV 3CLpro, quenched FRET peptide cleavage; inhibition, % at 6 µM; 290,000 compounds, 0.14% hits; in the data active = inhibition above about 12%
# Rv3671c protease = Rv3671c (M. tuberculosis) protease inhibition | inhibition, % at 5.96 µM | 320,000 compounds, 0.048% hits | AID 2606; in the data active = inhibition above about 38%;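 note: extracellular domain of Rv3671c used as enzyme; 0% = enzyme with DMSO and 100% = no enzyme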
# Mtb FBA inh = inhibitors of M. tuberculosis fructose-bisphosphate aldolase; purified M. tuberculosis FBA, fluorescence read-out; AID 588726; inhibition, % at 1 µM; 360,000 compounds, 2.3% hits; in the data active = inhibition above about 27%;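 note: 0% = vehicle and 100% = reference inhibitor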
# Target sequence (P9WQA3 whole entry, looked up): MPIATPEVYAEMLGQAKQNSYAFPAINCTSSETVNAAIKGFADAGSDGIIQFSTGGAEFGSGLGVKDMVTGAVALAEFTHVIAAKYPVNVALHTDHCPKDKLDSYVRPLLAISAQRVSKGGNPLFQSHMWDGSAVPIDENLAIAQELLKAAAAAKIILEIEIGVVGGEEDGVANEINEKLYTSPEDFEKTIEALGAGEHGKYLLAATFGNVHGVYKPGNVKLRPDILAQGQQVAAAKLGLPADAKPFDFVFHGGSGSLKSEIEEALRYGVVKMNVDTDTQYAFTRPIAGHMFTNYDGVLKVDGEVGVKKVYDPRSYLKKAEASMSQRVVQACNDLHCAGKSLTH
# UGM FP inh = Mtb UDP-galactopyranose mutase inhibition. inhibition, % at 10 µM. purified UGM, fluorescence polarization probe displacement. P9WIQ1. AID 504406. 320,000 compounds, 0.06% hits; in the data active = inhibition above about 10%, passing the limit was not always enough
# Target sequence (P9WIQ1 whole entry, looked up): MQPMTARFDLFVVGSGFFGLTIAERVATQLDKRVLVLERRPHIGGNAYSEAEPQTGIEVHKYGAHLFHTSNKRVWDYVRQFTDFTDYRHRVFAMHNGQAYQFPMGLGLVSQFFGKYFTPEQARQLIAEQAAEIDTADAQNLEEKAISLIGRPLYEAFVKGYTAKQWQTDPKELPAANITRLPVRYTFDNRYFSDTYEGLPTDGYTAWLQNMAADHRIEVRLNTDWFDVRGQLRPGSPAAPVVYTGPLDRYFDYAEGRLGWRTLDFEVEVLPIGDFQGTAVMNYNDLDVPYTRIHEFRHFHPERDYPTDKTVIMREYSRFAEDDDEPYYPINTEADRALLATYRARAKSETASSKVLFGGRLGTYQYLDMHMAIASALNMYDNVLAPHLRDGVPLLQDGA
# MazEF act = activators of E. coli MazEF toxin-antitoxin RNase; P0AE70; FAM/BHQ RNA-DNA oligo cleavage fluorescence, 5 h; activation, % at 20 µM; 350,000 compounds, 0.32% hits; AID 504720; in the data active = activation above about 50%
# Target sequence (P0AE70 whole entry, looked up): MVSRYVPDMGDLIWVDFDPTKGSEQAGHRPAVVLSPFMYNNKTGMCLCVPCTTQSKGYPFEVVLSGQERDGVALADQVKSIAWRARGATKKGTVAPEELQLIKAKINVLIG
# Numbers without * were called inactive; i = inactive; . = no result given; & = joins results of further samples.
SMILES,PriA SSB inh,DUSP3 inh,GDH-TPI inh,Mtb BioA inh,Vc quorum ag,3CLpro inhibitor,Rv3671c protease,Mtb FBA inh,UGM FP inh,MazEF act
O=C(Nc1ccc(NC(=O)C2CCCCC2)nc1)c1cccc(F)c1,-8,44,0,-1.2,i,0,.,-3,.,6
Cc1ccccc1C(=O)NC(NC(=S)Nc1ccc(S(N)(=O)=O)cc1)C(Cl)(Cl)Cl (configuration not stated),-5,-10,7,1.0,-0.6,9,-24,2,0.2,3
C[C@H](CO)N1C[C@H](C)[C@H](CN(C)S(=O)(=O)c2ccccc2F)OCc2cnnn2CCCC1=O,.,.,4,-0.4&0.8&-1.8,-0.4,.,.,-1,.,7
CC(C)N(Cc1cn(C)nc1-c1cccc(Cl)c1)Cc1nccn1C,7,13,-4,3.6,-0.3,3,0,-1,-0.4,-1
Cc1c(Cl)cccc1NC(=O)CN1CCC(NC(=O)C2CCCCC2)CC1,-18,20,3,-2.0,-1.7,8,2,-2,-2.0,-7
O=C(NCCN1CCOCC1)c1ccc(Cl)c(Cl)c1,0,7,-3,3.5,-0.7,-3,1,-1,6.4,6
CC(C(N)=O)N1C(=O)c2cccc3cccc1c23 (configuration not stated),7,35,2,-0.7,-0.2,2,7,0,-1.7,0
CN(CC(=O)Nc1ccc(Cl)cc1)CC(=O)Nc1ccc(C(N)=O)cc1,-2,-24,-3,.,-0.4,-1,-7,3,0.6,-3
COCCn1nnnc1CN(CCc1ccccc1)Cc1cc2ccc(C)cc2[nH]c1=O,-1,17,-6,-0.5,i,2,-1,-2,-0.4,5
CCCc1ccc(S(=O)(=O)N/N=C(/C)c2ccc3c(c2)OCO3)cc1,.,14,1,0.4,-0.4,6,.,0,0.2,-1
COc1ccc(-c2c(C#Cc3ccsc3)c3cc(-c4ccc(OC)c(F)c4)ccc3n2C)cc1,-21,.,10,-2.3,-2.9,.,2,4,-1.0,-22
CC(=O)c1cccc(-n2c(CCC(=O)O)ccc2-c2ccc(C)cc2)c1,1,.,-6,3.5,0.9,2,-3,5,-0.3,-2
O=C(NCCOC(=O)c1ccccc1)c1ccccc1,-16,.,-2,0.8,5.9,.,1,0,0.8,2
CN(C)c1cccc(NC(=O)CCc2ccccc2)c1,54*,-12,7,-0.1,i,2,-2,3,-1.8,3
COCC(=O)Nc1ccc(Br)c(C)c1,-13,29,-1,1.3,-0.1,1,12,1,0.5,3
Cc1ccc(S(=O)(=O)NC(=O)Nc2nc(-c3ccc(F)c(F)c3)cs2)cc1,3,23,-4,0.2,-0.4,0,-4,1,2.2,-3
Cc1cc(C)nc(SCc2nnc(SCC(=O)Nc3nccs3)n2Cc2ccco2)n1,-18,32,3,4.9,-0.3,3,4,2,0.6,1
COc1ccccc1N1CCN(C(=O)CCCn2nc(C)c([N+](=O)[O-])c2C)CC1,-3,36,0,0.9,-0.6,7,12,-1,1.8,-2
COc1ccccc1NC(=O)CSc1nc2nccnc2c(=O)n1Cc1cccs1,-18,43,9,5.5,-1.7,-1,3,-3,-0.4,9
CCOC(=O)C1CCCN(C(=O)COc2ccc(C(C)(C)C)cc2)CC1 (configuration not stated),.,.,4,3.1,-0.7,.,.,0,.,.
Cc1cc(OCCN2CC(C)OC(C)C2)ccc1[N+](=O)[O-] (configuration not stated),0,10,14,0.3,i,7,-4,3,-0.7,6
Cc1ccccc1-c1ccc(C(=O)Nc2cccc(F)c2)o1,-3,4,9,2.7,i,2,-34,0,0.9,-4
Cc1ccc(N(CC(=O)NCc2ccccc2)C(=O)CCC(=O)Nc2ccccn2)cc1,-7,34,1,-0.8,i,5,2,-1,0.4,-1
CC(C)c1nc(SCC(=O)Nc2ccc(C(=O)O)cc2)c2c3c(sc2n1)CCCC3,-2,40,5,0.3,-0.4,6,-2,1,0.8,-12
CCCCC(=O)C1C(=O)NC(=O)NC1=O,-1,10,1,0.9,-0.2,1,-3,1,5.8,3
# Next part:
SMILES,PriA SSB inh,DUSP3 inh,GDH-TPI inh,Mtb BioA inh,Vc quorum ag,3CLpro inhibitor,Rv3671c protease,Mtb FBA inh,UGM FP inh,MazEF act
CC(=O)N1CCc2cc(S(=O)(=O)NCCN3CCC(C)CC3)ccc21,-7,26,3,-0.2,i,3,7,5,-0.4,3
S=C(c1ccccc1)N1CCN(c2ccccc2)CC1,-3,.,8,0.3,-0.8,.,.,-2,.,9
CC(C)(C)P(=O)(CO)c1ccccc1 (configuration not stated),-1,26,-4,-0.4,i,1,4,-2,-0.6,-5
COc1ccc(N2C(=O)NC(NS(=O)(=O)c3ccc(NC(C)=O)cc3)(C(F)(F)F)C2=O)cc1 (configuration not stated),-8,6,1,-0.7,i,-1,-6,-1,-2.8,-5
COc1ccc(OCC(O)CNC(=O)c2ccccc2C(=O)O)cc1 (configuration not stated),2,32,5,-0.5,i,0,8,-8,-1.4,-4
CC1(C)CC(C(=O)Nc2ccccc2)C(=O)O1 (configuration not stated),-12,.,2,-0.9,-0.5,.,-4,4,4.8,4
CN(C)c1nc(N)nc(CSc2nnnn2-c2ccc(F)cc2)n1,-1,-13,12,-0.1,-0.2,-3,-7,6,0.9,6
COC(=O)c1ccc(Sc2ccccc2NS(=O)(=O)c2ccc(OC)cc2)nc1,1,5,13,2.0,-1.3,0,-2,4,-3.8,2
COc1ccc(S(=O)(=O)N(C)CC(=O)N2CCN(C)CC2)cc1C,-16,21,-6,0.4,i,-4,-7,5,0.2,-6
Cc1ccc(N/C(CSC(N)=O)=N\S(=O)(=O)c2ccc(C)cc2)cc1,.,20,2,0.5,i,3,-1,-3,1.1,-13
Cn1c(CNC(=O)c2ccco2)nnc1SCC(=O)N1c2ccccc2Sc2ccccc21,-11,0,4,-0.6,i,-5,2,0,-0.8,-7
Nc1cc(=O)nc2cn[nH]n12,.,.,7,-0.4,-0.3,.,.,-1,.,-2
O=C(CNC(=O)COc1ccccc1)NCc1ccccc1F,-6,27,1,.,0.0,1,4,0,-0.4,3
CCOc1cc(C(=O)CCC(=O)OCC(=O)Nc2ccc(C)c(S(=O)(=O)N(C)C)c2)ccc1O,-17,-11,-3,.,-0.2,1,-4,-2,0.4,1
COc1ccc(N(C)C(=O)CC2(CC(=O)O)CCCCC2)cc1,-5,24,-10,-1.8,i,-3,1,0,1.1,2
CCOC(=O)CCSc1nnc(-c2cccnc2)n1-c1ccccc1OC,-8,7,3,4.0,-1.9,-3,-3,-11,0.4,-5
Cc1occc1C(=O)Nc1cc(=O)n(C)c(=O)n1C,-8,4,0,-2.0,1.4,1,-6,10,1.5,-5
COc1ccc(CNC(=O)Cn2cc([N+](=O)[O-])cn2)cc1,-4,.,4,2.8,-0.3,.,-10,4,0.7,6
CC(C)CCC(=O)N1CCC(N2CCC(C(=O)NCc3ccccn3)CC2)CC1,-8,5,-19,-0.6,-0.6,3,5,-7,-0.6,-8
CC(=O)N/C(=C\c1ccc(Cl)cc1)C(=O)O,-8,-2,13,-1.1,i,0,7,0,1.4,0
COc1cc2[nH]c(=S)nc(NCc3cccnc3)c2cc1OC,2,13,0,3.0,-1.0,-6,-11,-2,7.5,-1
N#Cc1cc2c(nc1SCC(=O)Nc1sc3c(c1C#N)CCC3)CCCCC2,-16,-7,-2,0.6,i,-3,3,0,1.9,6
O=C(Nc1cccc2ccccc12)c1csc(COCCO)n1,.,.,8,-2.1,-0.5,.,.,-4,.,.
CCN1C(=O)C(CC(=O)Nc2ccc(OC)cc2)N(CCN2CCOCC2)C1=S (configuration not stated),-3,31,7,0.3,0.6,3,-5,1,0.7,-1
COCCNc1oc(-c2ccccc2Cl)nc1S(=O)(=O)c1ccc(C)cc1,-19,.,9,2.8,-7.6,.,8,-3,0.4,-1
# Remaining list, next part
SMILES,PriA SSB inh,DUSP3 inh,GDH-TPI inh,Mtb BioA inh,Vc quorum ag,3CLpro inhibitor,Rv3671c protease,Mtb FBA inh,UGM FP inh,MazEF act
CC(C)(C)N(C=C(Cl)Cl)C(=O)NC1CCCCC1,-14,11,15,-1.7,-0.4,5,-3,5,5.2,6
CCOc1ccc(-c2c(C(=O)N/N=C(\C)c3ccccc3OC)nnn2-c2nonc2N)cc1,.,28,-1,-1.1,-0.2,7,1,1,-0.9,4
c1ccc2c(c1)NC1(CCCCCC1)n1c-2nc2ccccc21,6,31,12,1.6,-0.3,0,3,161*,-5.2,5
C=CCn1c(C)cc(C(=O)COC(=O)c2ccc(N)c([N+](=O)[O-])c2)c1C,9,38,5,.,i,1,-6,-1,1.8,-6
CCOc1cc(/C=N/NC(=O)c2ccc(CSc3nncn3C)cc2)ccc1OCC(=O)N1CCOCC1,.,18,12,.,-0.3,5,3,-2,0.0,-6
Clc1nc2ccccc2cc1-c1nnn(-c2ccccc2)n1,-15,14,10,-1.2,0.5,-6,-7,0,1.5,-10
COc1ccc(C(=O)NCCCn2cccn2)cc1OC1CCN(C(C)=O)CC1,3,33,-5,36,-0.2,-1,.,-4,.,-1
CCOC(=O)c1c(N)c2cc([N+](=O)[O-])ccc2n1C,-11,17,5,-2.3,1.6,4,-3,2,4.1,4
CC(C)(C)C(=O)N1CCC(O)(CS(=O)(=O)Cc2ccc(Cl)cc2)CC1,-6,37,9,-2.0,-0.4,-1,0,-2,0.1,-2
O=C1/C(=C/c2cccnc2)SC(=S)N1Cc1ccco1,1,.,10,.,1.1,.,.,-1,.,14
CSCCC(NC(=O)C1CCC(C)CC1)C(=O)O (configuration not stated),4,4,5,0.2,-3.1,2,5,-2,-0.3,6
CCOC(=O)CSc1ncnc2c1c(-c1ccccc1)cn2-c1ccc(OC)cc1,-10,3,7,-0.1,1.0,-1,3,-1,1.8,-4
Cc1c(C(=O)Nc2ccc(C(F)(F)F)cc2)sc2ncn(CC(=O)N3CCN(c4ccccn4)CC3)c(=O)c12,-2,6,14,-0.2,i,3,-3,0,-1.1,0
O=C(O)CCCN1C(=O)/C(=C/c2ccncc2)SC1=S,8,9,38*,-1.2,i,6,1,-4,-0.5,-7
CCCNC(=O)c1ccc(N2CCC3(CC2)CC(c2cccc(Br)c2)=NO3)c(NC(=O)c2ccc(Br)cc2)c1,-6,.,16,0.0,i,.,-23,2,2.6,-17
Cc1cc(=O)n2nc(N3CCC(C(=O)NCc4ccccc4)CC3)sc2n1,3,52*,8,-0.6,-0.3,-3,-6,-1,-3.3,0
CC(C)Cn1c(N)c(C(=O)COC(=O)Cc2cccc(C(F)(F)F)c2)c(=O)n(C)c1=O,-16,.,8,-3.2,i,.,-2,1,2.2,-7
CCOC(=O)c1ccc(N2CCCCC2)c(NS(=O)(=O)c2ccc(C)cc2)c1,-14,5,-1,-0.1,-0.6,5,0,0,-3.4,-12
COc1ccc(-c2csc(C(NC(C)=O)c3ccc(F)c(F)c3)n2)cn1 (configuration not stated),.,.,13,3.2,-0.3,.,.,3,.,.
Cc1ccc(N=Cc2c(O)n(C)c(=O)n(C)c2=O)nc1,-12,0,25,-1.4,i,0,10,8,-1.5,0
Cc1ccc(Cl)cc1NC(=O)Cn1cc2c(n1)CCCC2,6,34,-1,-1.5,1.3,0,4,3,-4.0,5
Cc1ccc(Cl)cc1-n1c(=O)cc(N2CCN(C(=O)c3ccco3)CC2)[nH]c1=O,3,22,-3,-1.2,i,0,0,4,-4.0,-4
C[C@]12CCC(OC(=O)CCC(=O)O)CC1=CCC1C2CC[C@]2(C)C(=O)CCC12 (some centres not stated),3,10,9,1.7,-0.9,4,-3,2,-2.7,6

# Retrieved one by one from the list above (4):
SMILES,PriA SSB inh,DUSP3 inh,GDH-TPI inh,Mtb BioA inh,Vc quorum ag,3CLpro inhibitor,Rv3671c protease,Mtb FBA inh,UGM FP inh,MazEF act
COCC(=O)Nc1ccc(Br)c(C)c1,-13,29,-1,1.3,-0.1,1,12,1,0.5,3
CCOc1cc(/C=N/NC(=O)c2ccc(CSc3nncn3C)cc2)ccc1OCC(=O)N1CCOCC1,.,18,12,.,-0.3,5,3,-2,0.0,-6
COc1ccc(C(=O)NCCCn2cccn2)cc1OC1CCN(C(C)=O)CC1,3,33,-5,36,-0.2,-1,.,-4,.,-1
O=C(NCCN1CCOCC1)c1ccc(Cl)c(Cl)c1,0,7,-3,3.5,-0.7,-3,1,-1,6.4,6

# Source: PubChem BioAssay

# An excerpt; the hit share may differ from the screen's.
